Vif-A3G inh – inhibitors of Vif-APOBEC3G interaction | hit rate 0.076% among 410,000 | HeLa A3G-eYFP + Vif (tagged APOBEC3G with the HIV-1 protein that degrades it), YFP fluorescence, overnight | Potency, µM (highest dose often 46.1 µM), for the others: top-dose activity, negative = active, most hits filed as inhibitors | AID 602310 | Q9HC16;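 further: on the % scale 0 is the no-effect control and ±100 the full control effect; nearly all actives have a fitted effect of over 60% in size; hits raise eYFP signal because A3G escapes Vif-driven loss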
Target sequence (Q9HC16 whole entry, looked up): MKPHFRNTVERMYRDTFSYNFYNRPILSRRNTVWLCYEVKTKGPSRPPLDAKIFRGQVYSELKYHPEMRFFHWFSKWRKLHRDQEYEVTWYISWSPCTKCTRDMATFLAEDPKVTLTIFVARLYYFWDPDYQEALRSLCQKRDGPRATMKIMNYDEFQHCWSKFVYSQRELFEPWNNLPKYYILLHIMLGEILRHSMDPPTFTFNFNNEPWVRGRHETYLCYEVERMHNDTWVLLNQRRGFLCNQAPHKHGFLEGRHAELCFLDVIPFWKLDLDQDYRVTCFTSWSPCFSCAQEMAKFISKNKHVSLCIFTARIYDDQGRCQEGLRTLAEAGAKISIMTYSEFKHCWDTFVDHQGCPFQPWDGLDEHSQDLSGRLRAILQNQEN
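HeLa cells stably expressing Vif and C-terminally eYFP-tagged A3G, seeded overnight at 37 deg C, then exposed to compound by pintool overnight at 37 deg C. Rise in yellow fluorescence (Ex 488/Em 500-530, Acumen) marks blocked Vif-driven A3G degradation.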
ALOX12 inh – ALOX12 (human) lipoxygenase inhibition. P18054. purified 12hLO, xylenol orange hydroperoxide absorbance. hit rate 1.1% among 580,000. AID 1671190. Potency, µM (top dose mostly 108 µM), for inactives: at the top dose activity change, negative = inhibition, hits mostly inhibitors; further: on the % scale 0 is the no-effect control and ±100 the full control effect
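Hydroperoxide product was detected by ferrous iron/xylenol orange as the 573 to 405 nm absorbance ratio. Arachidonic acid at 40 uM (final) was turned over for 30 min at room temperature by 150 nM human 12hLO, pH 7.0 Hepes buffer, after 15 min compound preincubation.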
IDH1 R132H inh – human IDH1 R132H inhibition; O75874; IDH1-R132H enzyme, NADPH consumption, diaphorase/resazurin fluorescence; Potency, µM (doses to about 76.6 µM), inactives show top-dose activity change, negative = inhibition, hits mostly inhibitors; hit rate 0.093% among 390,000; further: on the % scale 0 is the no-effect control and ±100 the full control effect; nearly all actives have a fitted effect of over 65% in size
Target sequence (O75874 whole entry R132H, stated change not applied): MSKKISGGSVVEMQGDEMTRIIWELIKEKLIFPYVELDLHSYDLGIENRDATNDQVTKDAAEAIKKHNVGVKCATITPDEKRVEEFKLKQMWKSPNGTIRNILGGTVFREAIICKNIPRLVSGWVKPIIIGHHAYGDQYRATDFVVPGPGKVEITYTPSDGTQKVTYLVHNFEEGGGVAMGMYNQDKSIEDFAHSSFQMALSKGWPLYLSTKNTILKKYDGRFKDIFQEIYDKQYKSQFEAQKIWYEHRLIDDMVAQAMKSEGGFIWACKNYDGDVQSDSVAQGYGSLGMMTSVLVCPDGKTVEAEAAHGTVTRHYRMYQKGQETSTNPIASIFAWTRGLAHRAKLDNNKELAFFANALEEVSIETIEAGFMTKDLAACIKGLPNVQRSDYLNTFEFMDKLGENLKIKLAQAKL
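IDH1-R132H (0.5 ug/mL dispensed) in pH 7.5 Tris buffer was preincubated 30 min with compound, then given a substrate mix of 0.016 mM NADPH and 2 mM alpha-KG for 80 min at room temperature; remaining NADPH was read by diaphorase/resazurin fluorescence.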
USP1-UAF1 inh – inhibitors of human USP1/UAF1 deubiquitinase; Potency, µM (series often up to 57.1 µM), inactives show at the highest dose activity change, negative = inhibition, hits mostly inhibitors; AID 743255; O94782; recombinant USP1/UAF1, Ub-Rhodamine cleavage fluorescence; hit rate 0.23% among 390,000; further: on the % scale 0 is the no-effect control and ±100 the full control effect; nearly all actives have a fitted effect of over 60% in size; inactives centre near -12
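USP1/UAF1 complex at 1 nM was preincubated with compound for 15 min at room temperature, then Ub-Rho substrate (150nM final) was added. Fluorescence (480/540 nm) was read kinetically, 6 reads every 60 seconds.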
TrxR1 inh – inhibitors of rat thioredoxin reductase 1; recombinant rTrxR1, NADPH fluorescence consumption, selenite substrate; Potency, µM (doses to about 114 µM), inactives show at the top dose activity change, negative = inhibition, usual class: inhibitors; hit rate 1% among 390,000; AID 588453; further: on the % scale 0 is the no-effect control and ±100 the full control effect; nearly all actives have a fitted effect of over 65% in size
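Rat TrxR1 (90 nM in the dispensed reagent) was pre-reduced with 400 uM NADPH for 5 min at room temperature, then incubated with compound for 15 min. After 400 uM selenite was added, NADPH fluorescence (Ex 340/Em 450 nm) was followed for 8 min.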
RGS4 inhibitor – blocks human RGS4-accelerated GTP hydrolysis | P49798 | Transcreener GDP fluorescence polarization, RGS4-accelerated GTP hydrolysis | AID 504845 | Potency, µM (highest dose often 114 µM), inactives show at the highest dose activity change, negative = inhibition, hits mostly inhibitors | hit rate 0.039% among 390,000; further: on the % scale 0 is the no-effect control and ±100 the full control effect; nearly all actives have a fitted effect of over 75% in size; some results filed as inactive show a strong effect at the top dose
Target sequence (P49798 whole entry, looked up): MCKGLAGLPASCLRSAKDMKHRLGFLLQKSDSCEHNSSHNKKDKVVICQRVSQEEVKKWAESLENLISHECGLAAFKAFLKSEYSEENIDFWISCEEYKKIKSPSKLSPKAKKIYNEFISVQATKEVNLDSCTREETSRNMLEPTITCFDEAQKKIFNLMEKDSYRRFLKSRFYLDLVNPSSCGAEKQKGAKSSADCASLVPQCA
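MLSMR compounds (23 nl, pin-transferred) preincubated 10 min at room temperature with a 500nM (2x) first reagent, then RGS4 at 900nM (2x) plus Transcreener GDP mix added; fluorescence polarization (620/688 nm) read before and after 90 min at 30 °C.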
Vif-A3F inh – inhibitors of Vif-A3F interaction; HeLa A3F-eYFP + Vif (tagged APOBEC3F with the HIV-1 protein that degrades it), YFP fluorescence increase; Potency, µM (series often up to 46.1 µM), for inactives: at the top dose activity, negative = active; hit rate 0.2% among 390,000; further: % of control where 0% means no effect; nearly all actives have a fitted effect of over 65% in size
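HeLa cells stably expressing Vif plus C-terminally eYFP-tagged A3F were seeded, incubated overnight at 37 deg C, dosed with compound, incubated overnight again at 37 deg C. Yellow fluorescence (Ex 488/Em 500-530) reported blocked Vif-mediated A3F-eYFP degradation.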
RXFP1 ag – activates the human relaxin receptor RXFP1 | hit rate 0.3% among 370,000 | Potency, µM (top dose mostly 57.5 µM), for inactives: at the top dose activation, actives largely listed as activators | HEK293T-RXFP1 cAMP TR-FRET, 30 min; response scale: percent of porcine relaxin response, buffer zero | Q9HBX9; further: on the % scale 0 is the no-effect control and ±100 the full control effect; nearly all actives have a fitted effect of over 60% in size; many of its hits are not listed in these tables
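Agonist response is measured as cAMP accumulation in an RXFP1-transfected HEK293T line under PDE4 inhibition. Values are scaled between buffer-only and 29 nM porcine relaxin, and EC50s come from standard Hill equation fits.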
TrxR1 substrate – rat thioredoxin reductase 1 substrate activity. purified TrxR1 substrate turnover, NADPH consumption readout. Potency, µM (titrated, usually from 114 µM), without a hit: at the highest dose activity change, negative = substrate turnover. hit rate 0.01% among 390,000; further: on the % scale 0 is the no-effect control and ±100 the full control effect; nearly all actives have a fitted effect of over 50% in size
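Rat TrxR1, dispensed at 90 nM, was prereduced with 400 uM NADPH (final) for 5 min at ~22 deg C, then incubated with compound 15 min before 400 uM selenite. A first-read NADPH fluorescence drop versus no-compound background flagged substrates.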
* marks the source's active call; other numbers are inactive results; ? = inconclusive; . = not tested or not shown; [ ] = remark or other dose. The call rests on the fitted dose curve; in most records, active means well fitted curve in the direction sought with a large enough effect; inconclusive means small, poorly fitted or top-dose-only effect, or another doubt; inactive means no such curve, though single readings can be large; an effect the other way counts as inactive or inconclusive. Potency means the concentration at half of the fitted maximal effect.

SMILES	Vif-A3G inh	ALOX12 inh	IDH1 R132H inh	USP1-UAF1 inh	TrxR1 inh	RGS4 inhibitor	Vif-A3F inh	RXFP1 ag	TrxR1 substrate
Cc1ccccc1-c1noc(CCC(=O)Nc2cccc(C)c2C)n1	5.0%	-5.8%	8.3%	-8.4%	14.4%	7.7%	2.1%	2.9%	1.8%
COC(=O)c1ccc(COc2cc(O)c3c(c2)OC(C)(C)CC3=O)cc1	5.5%	239.9%[activator]	1.7%	-24.5%	10.8%[57.1 µM]	8.3%	-0.9%	1.5%	6.4%[57.1 µM]
CCn1c(-c2ccccc2SC)n[nH]c1=S	2.9%	-15.1%	9.4%	-4.1%	15.9%[57.1 µM]	-0.6%	-5.9%	6.3%	-4.6%[57.1 µM]
COc1ccc(N2CC(C(=O)Nc3cc(C)ccn3)CC2=O)cc1 (stereo not given)	1.0%	-9.0%	-5.8%	-19.3%	13.6%	5.8%[11.4 µM]	-1.5%	0.8%	5.5%
Cc1nnc(SCc2ccc(F)cc2Cl)s1	-0.7%	-0.6%	2.2%	-16.2%	2.8%	-10.3%	0.6%	0.0%	-3.7%
C=C(C(=O)O)C(CCCCCC)C(=O)O (stereo not given)	-0.2%	-29.1%	-10.4%	-0.2%	8.6%	8.8%	2.1%	-2.4%	1.3%
CCOC(=O)c1ccc(NC(=S)N2CCSC2c2ccc(Cl)cc2)cc1 (stereo not given)	-1.9%	-16.6%	-4.1%	-9.2%	9.4%	3.4%	-4.7%	0.7%	1.7%
CC[C@@]1(C(=O)OC)N[C@H](CN(C)C(=O)Nc2ccc(F)cc2)[C@@H]2C(=O)N(C)C(=O)[C@@H]21	-0.1%	-3.9%	-2.1%	-14.7%	20.1%	-3.7%	0.2%	.	2.6%
CN(C)Cc1c(O)ccc2cc(-c3nc4ccccc4n3C)c(=O)oc12	1.0%	-8.0%	3.4%	-10.3%	108.6%[activator]	-6.4%	18.8%	?	901.2%[activator]
COCCCn1c(SCC(=O)N2CCOCC2)nc2ccccc2c1=O	2.8%	-18.2%	9.9%	-13.9%	15.6%	-10.6%	3.2%	5.1%	0.8%
Cc1c(NC(=O)CN2C(=O)NC(C)(c3ccccc3Cl)C2=O)c(=O)n(-c2ccccc2)n1C (stereo not given)	-2.1%	.	2.3%	-13.1%	6.7%[57.1 µM]	-12.1%	-6.5%	0.1%	1.6%[57.1 µM]
COc1cccc(NC(=O)CSc2nnc3ccc(-c4ccncc4)nn23)c1	-0.2%	-17.0%	2.2%	-8.9%	-8.0%	-21.5%	-9.9%	7.1%	-8.9%
NC(=Nc1nc(-c2ccccn2)cc2ccccc12)c1ccccn1	-9.3%	?	4.1%	-7.8%	-15.7%	1.2%	0.5%	.	-9.7%
Cc1ccc(NC(=O)Cc2ccccc2)cc1S(=O)(=O)N1CCOCC1	-5.3%	8.4%	2.2%	-11.0%	-12.8%	-52.5%	3.0%	.	-7.7%
COc1ccc(/C=N/NC(=O)c2nn(-c3ccc(Cl)cc3)c(=O)c3c(N)scc23)cc1	?	7.94µM*	0.3%	?	-2.4%	?	4.9%	0.5%	-6.0%
O=C(CN(C(=O)CCC(=O)Nc1nccs1)c1ccccc1F)NCc1ccc(F)cc1	-2.5%	-24.4%	25.4%	-13.2%	27.8%[57.1 µM]	-4.9%	-3.8%	3.2%	10.2%[57.1 µM]
CCNc1oc(COc2cccc(C)c2)nc1C#N	-2.2%	13.8%	6.1%	-19.0%	-4.2%	-20.6%	-5.4%	-0.7%	2.3%
CCOc1ccc(C(=O)N2CCC(c3ccncc3)CC2)cc1	1.0%	-45.0%	-11.9%	5.2%	10.2%[57.1 µM]	-12.6%	4.9%	-0.8%	2.9%[57.1 µM]
Cc1ccc(Cn2nnc3c(=O)[nH]c(C4CCN(C(=O)Cc5cccs5)CC4)nc32)cc1	0.5%	-1.1%	4.1%	-7.6%	12.7%[57.1 µM]	-29.4%	-0.5%	-0.2%	5.1%[57.1 µM]
COc1ccc(NC(=O)C(C)SCc2ccccc2)cc1 (stereo not given)	2.0%	-1.3%	0.9%	-25.4%	20.6%	2.7%[56.9 µM]	-2.4%	1.0%	-2.0%
O=C(NC1CC(=O)N(c2ccc(F)cc2)C1)c1ccc(S(=O)(=O)N2CCCC2)cc1 (stereo not given)	-2.3%	-4.8%	5.8%	-7.6%	16.3%[57.1 µM]	9.5%	5.9%	1.6%	-1.3%[57.1 µM]
CN(C)c1ccc(NC(=O)CN2CCC(N3CCCCC3)CC2)cc1	-12.0%	?	9.5%	-5.5%	16.3%	12.4%[56.9 µM]	1.2%	-3.1%	3.9%
COc1ccc(C2=Nc3cccc4cccc(c34)N2)cc1	1.4%	30.9%	9.1%	?	-21.1%	-18.4%	-4.9%	-3.0%	3.7%
Cc1cccc(N2CCN(C(=O)c3cc4ccc5cccnc5c4[nH]3)CC2C)c1 (stereo not given)	-1.9%	?	20.8%	-16.7%	-1.1%	22.8%	-0.4%	-3.5%	-10.9%
CC(C)CCNC(=O)/C=C/c1ccc(Br)cc1	3.0%	-6.2%	4.5%	-10.1%	-14.9%	-7.9%	-2.0%	-0.9%	-10.4%
Cc1ccc(S(=O)(=O)NCC(=O)N2CCOCCOCCOCC2)cc1	-1.9%	-3.5%	3.7%	-7.8%	11.3%[57.1 µM]	-14.9%	1.4%	0.8%	2.5%[57.1 µM]
CC(C)(C)NC(=O)CN(C(=O)c1csnn1)c1cccc2c1CCCC2	-8.5%	2.0%	6.8%	-25.7%	13.5%	-19.1%	-13.6%	-0.5%	6.1%
CN1C[C@@H]2[C@@H]3C(=O)N(C)C(=O)[C@@H]3[C@](C)(C1=O)N2C(=O)c1ccc(Cl)c(Cl)c1	2.5%	14.5%	-11.0%	?	37.8%	5.5%	1.7%	.	1.1%[57.1 µM]
COc1ccc(-c2[nH]ncc2CN2CCC(C(=O)N3CCOCC3)CC2)c(F)c1	2.0%	-9.2%	5.9%	5.2%	9.1%[57.1 µM]	-6.2%	7.4%	-1.3%	10.2%[57.1 µM]
CC(=O)c1ccc(NC(=O)c2nn(C)c3c2CS(=O)(=O)c2ccccc2-3)cc1	0.7%	-21.2%	0.0%	-16.8%	9.4%	-1.4%	-14.1%	0.5%	-2.0%
CCN(C(=O)Cn1c(SCc2ccccc2F)nc2cccnc21)c1ccccc1	1.3%	-10.2%	9.7%	18.2%	6.3%	-16.8%	1.1%	-2.2%	-0.1%
Cc1ccc(OCC(=O)N/N=C\c2ccncc2)c(C)c1	-2.3%	-0.4%	-3.5%	1.3%	-0.3%	6.0%	-5.5%	0.5%	-3.9%
Cc1cccc(CCNC(=O)C2CCC(=O)N(Cc3ccc(Cl)cc3)C2)n1 (stereo not given)	-1.0%	0.0%	0.1%	-10.0%	8.1%	-1.3%	-4.5%	-2.1%	2.7%
CCn1nc(C)c(CNCc2cn[nH]c2-c2cc3ccccc3o2)c1C	2.5%	2.5%	-8.3%	-15.3%	12.4%	-6.4%	-3.1%	1.3%	4.4%
O=C(NCc1ccccc1Cl)c1cc2ccccc2o1	-0.8%	17.8%	20.8%	-3.8%	15.1%	-11.3%	0.2%	0.3%	11.1%
COc1ccc(CN2CCN(CCc3ccccc3)C(CCO)C2)c(O)c1 (stereo not given)	-9.6%	-4.0%	0.0%	-21.6%	-17.3%	15.3%	2.9%	-0.5%	-3.9%
Cc1ccc(CNc2nc(N)c([N+](=O)[O-])c(NCc3ccccc3)n2)cc1	1.7%	-13.5%	3.6%	-12.9%	4.8%[57.1 µM]	-4.3%	9.5%	2.1%	8.7%[57.1 µM]
NS(=O)(=O)c1ccc(NC(=O)COC(=O)Cc2ccc(Cl)cc2)cc1	-4.8%	20.5%	-3.3%	-2.1%	7.6%	15.3%	-10.2%	-2.4%	3.7%
C#CC(C)(CC)NC(=O)Cn1nnc(-c2ccc(S(C)(=O)=O)cc2)n1 (stereo not given)	1.0%	0.0%	-2.4%	-2.3%	-6.1%	12.9%	-8.6%	2.0%	3.6%[57.1 µM]
Cc1c(OCC(=O)NCCCN2CCOCC2)ccc2c1oc(=O)c1ccccc12	1.1%	18.8%	2.7%	-13.3%	11.6%	11.1%	1.7%	13.3%	107.9%[activator]
CC1CC(=O)Nc2ccccc2N1S(=O)(=O)c1cccs1 (stereo not given)	0.2%	148.0%[activator]	3.1%	-11.2%	20.5%[57.1 µM]	-35.7%	4.8%	-0.3%	-18.7%[57.1 µM]
CCOCCc1nnc(NC(=O)c2ccc(OC)c(OC)c2)s1	1.2%	-9.6%	0.1%	-17.7%	-6.5%	-37.4%	0.7%	1.9%	-0.7%
C=CCn1c2ccccc2c2n[nH]c(=S)nc21	4.3%	-32.0%	-0.5%	2.2%	-3.4%	?	6.8%	6.0%	-6.8%

Some of these compounds in order of the ALOX12 inh value, high to low:
molecule	ALOX12 inh
Cc1nnc(SCc2ccc(F)cc2Cl)s1	-0.6%
Cc1ccc(Cn2nnc3c(=O)[nH]c(C4CCN(C(=O)Cc5cccs5)CC4)nc32)cc1	-1.1%
O=C(CN(C(=O)CCC(=O)Nc1nccs1)c1ccccc1F)NCc1ccc(F)cc1	-24.4%

This is a subset; the hit share may differ from the screen's.
